Compound activity deposited in PubChem by National Center for Advancing Translational Sciences (NCATS).
LMNA splice mod = changes lamin A minigene splicing in HeLa cells. HeLa LMNA splicing GFP/RFP minigene ratio, 48 h. Potency, µM (titrated, usually from 46.1 µM), without a hit: at the top dose ratio change, negative = inhibition, usual class: inhibitors. 200,000 compounds, 0.01% hits; active = well fitted inhibition curve with a large enough effect in the signal ratio, with a control signal flat, not every such curve was filed as active; inconclusive = small, poorly fitted or top-dose-only effect, or effect the other way, or a change in a side signal; the % refers to the signal ratio; also: potency is read from the fitted curve at half-maximal effect; % is scaled to controls: 0 for no effect and ±100 for the full control effect
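Read-out is the ratio of GFP to DsRed2 object intensity, acquired by 488 nm laser-scanning cytometry on HeLa lamin A-EGFP minigene reporter cells. Compound incubation 48 hrs at 37 °C in Opti-MEM with 2% FBS; DMSO 0.5% final.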
aGlu spleen mod = inhibitors or activators of human alpha-glucosidase in spleen homogenate | P10253 | human spleen homogenate, 4-MU-alpha-glucoside fluorescence | Potency, µM (doses to about 79.9 µM), for the others: top-dose activity change, negative = inhibition, usual class: inhibitors | 240,000 compounds, 0.006% hits;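 also: potency is read from the fitted curve at half-maximal effect; 0% = enzyme with vehicle and -100% = no enzyme basal signal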
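Compounds were titrated against alpha-glucosidase in spleen homogenate at pH 5.0, with 1 mM 4-methylumbelliferyl substrate for 40 min at 37 C. Reactions were quenched with pH 10 NaOH/glycine and fluorescence measured.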
HTT aggregate = mutant huntingtin aggregation inhibition; PC12 HttQ103-GFP aggregates, Acumen cytometry, 40 h; Potency, µM (top dose mostly 46.1 µM), for inactives: at the highest dose activity change, negative = inhibition, usual class: inhibitors; 220,000 compounds, 1.1% hits; also: potency is read from the fitted curve at half-maximal effect; % is scaled to controls: 0 for no effect and ±100 for the full control effect; nearly all actives have a fitted effect of over 60% in size
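Ecdysone-promoter PC12 model expressing HTT exon 1 Q103 fused to GFP, induced by tebufenozide at 100 nM final. Compounds titrated; aggregates sized 1–25 µm scored on a 488 nm laser cytometer.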
HTT cytoprotect = cytoprotection in Huntington HTT-Q103 PC12 cell model; AID 1471; 230,000 compounds, 0.14% hits; Potency, µM (titrated, usually from 56.4 µM), inactives show cytoprotection (ATP increase), most hits filed as activators; PC12 HTT-Q103 induced, cytoprotection, ATP luminescence, 40 h;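 also: potency is read from the fitted curve at half-maximal effect; % of control where 0% means no effect; nearly all actives have a fitted effect of over 45% in size; toxic huntingtin expression switched on by the ecdysone agonist tebufenozide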
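Huntington model: PC12 line, ecdysone-inducible HTTQ103 exon1–GFP, tebufenozide 100 nM. Test articles in a dose series. Endpoint luminescence from cellular ATP.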
GAA inh = inhibitors of human lysosomal alpha-glucosidase; purified human GAA, 4-MU-alpha-glucoside fluorescence; P10253; Potency, µM (titrated, usually from 76.9 µM), without a hit: at the top dose activity change, negative = inhibition, most hits filed as inhibitors; 200,000 compounds, 0.005% hits;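 also: potency is read from the fitted curve at half-maximal effect; plate controls were uninhibited enzyme wells for no effect and no-enzyme background for full effect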
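Human alpha-glucosidase, 4 nM, pre-mixed with test compounds before 400 uM 4-methylumbelliferyl substrate; 20 min room temperature at pH 5.0. Fluorescence read after pH 10 stop; AC50 values from Hill-equation fits.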
CBFb RUNX1 block = inhibitors of human CBF-beta and RUNX1 interaction; AlphaScreen CBFb-His/RUNX1-biotin binding, biochemical; Potency, µM (series often up to 59.8 µM), inactives show at the highest dose activity, negative = inhibition, hits mostly inhibitors; 230,000 tested, under 10 active; also: % of control where 0% means no effect
Target sequence (Q01196 whole entry, looked up): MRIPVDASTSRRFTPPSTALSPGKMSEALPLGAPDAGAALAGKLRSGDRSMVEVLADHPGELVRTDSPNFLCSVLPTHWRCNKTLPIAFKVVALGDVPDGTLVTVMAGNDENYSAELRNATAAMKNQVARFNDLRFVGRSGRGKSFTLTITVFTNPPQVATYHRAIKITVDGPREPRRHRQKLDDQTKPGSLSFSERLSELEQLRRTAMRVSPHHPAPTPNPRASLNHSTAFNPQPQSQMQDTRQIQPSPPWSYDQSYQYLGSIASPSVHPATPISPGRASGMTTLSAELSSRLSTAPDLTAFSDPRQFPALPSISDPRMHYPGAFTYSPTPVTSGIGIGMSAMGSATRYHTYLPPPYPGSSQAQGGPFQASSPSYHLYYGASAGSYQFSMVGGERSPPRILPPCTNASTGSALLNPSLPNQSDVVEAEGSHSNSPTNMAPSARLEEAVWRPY
Target sequence (Q13951 whole entry, looked up): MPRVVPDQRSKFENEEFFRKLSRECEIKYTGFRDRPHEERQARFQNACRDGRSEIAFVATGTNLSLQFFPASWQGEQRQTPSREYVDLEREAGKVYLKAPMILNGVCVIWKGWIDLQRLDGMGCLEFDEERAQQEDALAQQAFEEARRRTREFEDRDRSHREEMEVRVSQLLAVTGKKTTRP
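AlphaScreen proximity signal reports loss of binding between His-tagged CBF-beta and biotin-labelled RUNX1, each at 30 nM. Proteins are pre-associated for 20 minutes, compounds added for 15 minutes, then beads for 90 minutes, all at ambient temperature.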
GAA glycogen = GAA glycogen-cleavage inhibition or activation. 300,000 compounds, 0.38% hits. recombinant GAA, glycogen substrate, Amplex Red glucose oxidase fluorescence. Potency, µM (series often up to 76.4 µM), for the others: at the highest dose activity change, negative = inhibition, most hits filed as inhibitors. P10253;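 also: potency is read from the fitted curve at half-maximal effect; 0% = full enzyme reaction and -100% = no-enzyme basal signal; the screen sought inhibitors and activators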
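qHTS, 1536-well; enzyme 4 nM final; cpd up to 77 uM; substrate bovine liver glycogen 30 ug; 50 mM citrate/phosphate pH 5.0, 0.01% Tween-20; 37 C, 40 min; Amplex Red detection 45 min RT; Hill fit → AC50.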
* hit, by the source's call; ? = inconclusive; . = not tested or not shown; & = joins results of further samples; [ ] = another dose, or the depositor's remark. Unless noted, calls follow the shape of the dose curve; as a rule, active = well fitted curve in the direction sought with a large enough effect; inconclusive = small, poorly fitted or top-dose-only effect, or another doubt; inactive = no such curve, though single readings can be large; an effect the other way counts as inactive or inconclusive. Not all compounds are listed; the hit share may differ from the screen's.

Every second line gives: LMNA splice mod, aGlu spleen mod, HTT aggregate, HTT cytoprotect, GAA inh, CBFb RUNX1 block, GAA glycogen
1. O=P(Oc1ccccc1)(Oc1ccccc1)C(Nc1ccccc1)c1ccccc1 (stereo not given)
 : ?, 2%, -5%, 13%[10 µM], -9%, 5%, 5%
2. COCCCn1c(N)c(C(=O)OC(C)COC)c2nc3ccccc3nc21 (stereo not given)
 : -5%, ?, -11%, -21%, ?, -2%, -8%
3. CCCCn1c(NS(=O)(=O)c2ccccc2)c(C(=O)OCC)c2nc3ccccc3nc21
 : 9%, -2%, 15%, ., -1%, ?, -2%
4. CC(C)C[C@H](NC(=O)[C@H](Cc1ccccc1)NC(=O)CNC(=O)[C@H](CO)NC(=O)[C@@H](N)Cc1ccc(O)cc1)C(=O)N[C@H](C(=O)O)[C@H](C)O
 : ., 3%, ., -32%, ., 15%, .
5. CC(C)N1C(=O)CC2(CC[N+](C)(CCOC(=O)C(O)(c3ccccc3)c3ccccc3)CC2)C1=O (stereo not given)
 : 12%, 1%, -11%, -17%, -3%, 2%, 1%
6. CP(=O)(O)CCCN
 : ?, -6%&-4%&-2%&6%, 6%, ?, -4%, 5%, 7%
7. Cc1[nH]c2ccccc2c1CCCNC1CCCCC1
 : ?, 8%, -25%, 20%[0.074 µM], 4%, -4%, 3%
8. Cc1cc2ccccc2c(=O)n1CC(=O)NCC(=O)N1CCC2(CC1)OCCO2
 : ?, -1%, -4%, -15%, 3%, 9%, -2%
9. Cc1cccc(C(=O)NC(Oc2ccccc2)C(Cl)(Cl)Cl)c1 (stereo not given)
 : 0%, -6%, 10%, 10%, -4%, -2%, 11%
10. COc1ccc(CN2CCCC(C(=O)c3sccc3C)C2)cc1O (stereo not given)
 : ?, -1%, 18%[9.22 µM], ?, -8%, 0%, 6%
11. CC1CN(c2ccccc2)NC1=O (stereo not given)
 : ., 4%, 9%[9.22 µM], -6%[10 µM], 6%, -2%, ?
12. N#CC1=C(N)Oc2c(c(=O)sc3ccccc23)C1c1ccncc1 (stereo not given)
 : ., -4%, -16%, -35%[inhibitor], -3%, -3%, -23%
13. O=C(C(Cc1ccccc1)NS(=O)(=O)c1ccc(F)cc1)N1CCC2(CC1)OCCO2 (stereo not given)
 : 1%, -6%, 21%, -4%[10 µM], -4%, -3%, 8%
14. O=C(O)CCn1cc(C=C2C(=O)NC(=O)NC2=O)c(-c2ccc(Br)cc2)n1
 : ?, -8%, ?, ., -7%, -6%, 13%
15. O=c1[nH]c(=S)n(CCC2=CCCCC2)c(O)c1C=NCCCn1ccnc1
 : 3%, 1%, -24%[9.22 µM], 8%, 2%, -6%, 2%
16. Nc1cc(Cl)c2nonc2c1[N+](=O)[O-]
 : ?, -18%, 4.5µM*, -15%[10 µM], -7%, 2%, 1%
17. O=C(O)CCl
 : ., -7%, ., 16%, ., 5%[21.7 µM], .
18. Cc1ccc[n+](CC(O)Cn2c3ccccc3c3ccccc32)c1 (stereo not given)
 : -27%, 4%, 7%, -6%[10 µM], 4%, 8%, 4%
19. Cc1ccc(Cn2nc(C)c(C=O)c2Cl)cc1
 : 0%[9.22 µM], 0%, -11%, -29%, 4%, 9%, 3%
20. CC(C)(C#CCCCCC#CC(C)(C)[N+](C)(C)C)[N+](C)(C)C
 : ., -13%, -15%[9.22 µM], -8%[10 µM], ., 4%, 4%
21. CCn1cc(CN2CCCC(C(=O)c3cccc(OC)c3)C2)c(C)n1 (stereo not given)
 : 19%[46 µM], 4%, 3%[9.22 µM], 6%[10 µM], 8%, 7%, -10%
22. O=[N+]([O-])c1ccc(N2CCCC2)c2ncccc12
 : 13%[46 µM], -7%, -20%, -41%, -1%, -7%, -1%
23. Cc1ccc(-n2c(O)c(/C=N/NC(=O)c3ccncc3)c(=O)[nH]c2=O)cc1C
 : -1%, -2%, 6%, 24%[10 µM], -11%, ?, 2%
24. Cc1ccc2c(c1)C1CN(C)CCC1N2C(=O)Cn1nnc(-c2ccccc2F)n1 (stereo not given)
 : -3%, -2%, -5%, -22%, -3%, 0%, 22%
25. CCC(C)n1c(O)c(/C=N/N2CCOCC2)c(=O)[nH]c1=S (stereo not given)
 : -4%, 3%, -3%, ., -3%, -2%, 8%
26. CCOc1cc2[nH]c(=S)n(CCCC(=O)N3CCC4(CC3)OCCO4)c(=O)c2cc1OCC
 : -20%, -4%, 13%, -3%[10 µM], -15%, 15%, 2%
27. Cn1c(O)c(C(c2ccncc2)c2c(O)n(C)c(=S)n(C)c2=O)c(=O)n(C)c1=S
 : 3%, -6%, 8%, 5%, -7%, 4%, 0%
28. CCCNC(=O)c1c(N)n(CC2CCCO2)c2nc3ccccc3nc12 (stereo not given)
 : 6%, 1%, ?, -35%[inhibitor][0.074 µM], ?, 7%, -7%
29. CCN1CCN(Cc2ccc(C)cc2)CC1
 : -1%, -6%, 5%, -15%, -4%, 3%, -6%
30. C[C@@H]1OC=C2[C@@H](O)[C@H]3O[C@H]3C(=O)[C@@]23[C@H]1[C@H]1C2=C([C@@H](O)[C@H]4O[C@@H]4C2=O)[C@@H]3O[C@@H]1C
 : ., -9%[17.4 µM], ., 5.6µM*, ., 7%[13.1 µM], .

14 entries already listed, ordered by length of the SMILES, rising:
Every second line gives: LMNA splice mod, aGlu spleen mod, HTT aggregate, HTT cytoprotect, GAA inh, CBFb RUNX1 block, GAA glycogen
29. CCN1CCN(Cc2ccc(C)cc2)CC1
 : -1%, -6%, 5%, -15%, -4%, 3%, -6%
7. Cc1[nH]c2ccccc2c1CCCNC1CCCCC1
 : ?, 8%, -25%, 20%[0.074 µM], 4%, -4%, 3%
10. COc1ccc(CN2CCCC(C(=O)c3sccc3C)C2)cc1O (stereo not given)
 : ?, -1%, 18%[9.22 µM], ?, -8%, 0%, 6%
18. Cc1ccc[n+](CC(O)Cn2c3ccccc3c3ccccc32)c1 (stereo not given)
 : -27%, 4%, 7%, -6%[10 µM], 4%, 8%, 4%
28. CCCNC(=O)c1c(N)n(CC2CCCO2)c2nc3ccccc3nc12 (stereo not given)
 : 6%, 1%, ?, -35%[inhibitor][0.074 µM], ?, 7%, -7%
21. CCn1cc(CN2CCCC(C(=O)c3cccc(OC)c3)C2)c(C)n1 (stereo not given)
 : 19%[46 µM], 4%, 3%[9.22 µM], 6%[10 µM], 8%, 7%, -10%
1. O=P(Oc1ccccc1)(Oc1ccccc1)C(Nc1ccccc1)c1ccccc1 (stereo not given)
 : ?, 2%, -5%, 13%[10 µM], -9%, 5%, 5%
15. O=c1[nH]c(=S)n(CCC2=CCCCC2)c(O)c1C=NCCCn1ccnc1
 : 3%, 1%, -24%[9.22 µM], 8%, 2%, -6%, 2%
8. Cc1cc2ccccc2c(=O)n1CC(=O)NCC(=O)N1CCC2(CC1)OCCO2
 : ?, -1%, -4%, -15%, 3%, 9%, -2%
24. Cc1ccc2c(c1)C1CN(C)CCC1N2C(=O)Cn1nnc(-c2ccccc2F)n1 (stereo not given)
 : -3%, -2%, -5%, -22%, -3%, 0%, 22%
14. O=C(O)CCn1cc(C=C2C(=O)NC(=O)NC2=O)c(-c2ccc(Br)cc2)n1
 : ?, -8%, ?, ., -7%, -6%, 13%
3. CCCCn1c(NS(=O)(=O)c2ccccc2)c(C(=O)OCC)c2nc3ccccc3nc21
 : 9%, -2%, 15%, ., -1%, ?, -2%
13. O=C(C(Cc1ccccc1)NS(=O)(=O)c1ccc(F)cc1)N1CCC2(CC1)OCCO2 (stereo not given)
 : 1%, -6%, 21%, -4%[10 µM], -4%, -3%, 8%
26. CCOc1cc2[nH]c(=S)n(CCCC(=O)N3CCC4(CC3)OCCO4)c(=O)c2cc1OCC
 : -20%, -4%, 13%, -3%[10 µM], -15%, 15%, 2%

(further entries)
Every second line gives: LMNA splice mod, aGlu spleen mod, HTT aggregate, HTT cytoprotect, GAA inh, CBFb RUNX1 block, GAA glycogen
31. CC1CCc2c(sc3nc(CSc4n[nH]c(N)n4)[nH]c(=O)c23)C1 (stereo not given)
 : ?, -5%, 2%, ., 11%, -3%, 3%
32. CC[C@]1(O)CC(O[C@@H]2CC(N(C)C)C(O)C(C)O2)c2c(cc3c(c2O)C(=O)c2c(O)cccc2C3=O)C1C(=O)OC (stereo not given in full)
 : ., 3%, ., -249%[inhibitor], ., -7%, .
33. Cc1ccc2c(c1)C1CN(C)CCC1N2C(=O)c1ccco1 (stereo not given)
 : 12%, 4%, -12%, -12%, -8%, 9%, -3%
34. COc1ccc(C(CC(=O)N2CCC3(CC2)OCCO3)NS(=O)(=O)c2ccc(OC)cc2)cc1 (stereo not given)
 : -2%, -2%, -11%, -2%, -3%, -2%, 2%
